Compound activity as filed in PubChem BioAssay.
Tb hexokinase = Trypanosoma brucei hexokinase 1 inhibitors, primary screen, biochemical, G6PDH-coupled NADH absorbance, MLSCN library. actives 0.11% (n = 220,000). AID 1430, 2008. recombinant TbHK1, G6PDH-coupled NADH A340. inhibition, % at 10 µM;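 active = inhibition of 50% or more in the single-dose primary screen; inactive = inhibition below 50%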
L929 necroptosis = inhibitors of zVAD-triggered necroptosis, primary screen, L929 cells. L929 zVAD necroptosis rescue, ATP luminescence, 24 h; with zVAD 60 µM. AID 1377, 2008. actives 0.38% (n = 220,000). viability rescue, % at 10 µM;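 active = activation, scaled between plate controls, above about 75%, limit read from the data; inactive = activation under that limit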;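 also: 0% = zVAD with DMSO and 100% = DMSO alone without zVAD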
EBV gp42 inh = Epstein-Barr virus gp42 inhibitors, primary screen, biochemical, uHTS, fluorescence polarization | inhibition, % (tested at 21.74 µM) | Fluorescence polarization binding assay, mP read-out | Glycoprotein 42 (Epstein-Barr virus (strain AG876)), Q1HVG2 | AID 1085, 2008 | actives 0.42% (n = 220,000); in the data active = inhibition above about 50%
Runt-CBFb FRET = inhibitors of RUNX1 Runt–CBFb binding, primary screen, biochemical, FRET, Cerulean-Runt, Venus-CBFb, uHTS; Cerulean-Runt/Venus-CBFb FRET ratio 530/480, 1 h; inhibition, % at 20 µM; actives 0.46% (n = 220,000);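 active = inhibition over about 50% at 20 µM in the single-dose screen, limit read from the data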;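 also: 0% = DMSO wells and 100% = excess unlabeled CBFb competitor control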
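Assay system: Cerulean-Runt domain / Medium: Tris 50 mM pH 7.5, KCl, K2SO4, 0.01% BSA / Timing: protein complex preformed 1 h, compound exposure 1 h, room temperature, dark / Measured by: FRET, excitation 422 nm, emission at 530 and 480 nm / Evaluation: loss of energy transfer signal / Control set: 5 µM unlabeled CBFb as full-inhibition high control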
p47phox inh = p47phox/p22phox peptide binding inhibitors, primary screen, biochemical, uHTS, NADPH oxidase regulatory subunit; fluorescence polarization, 2 h; inhibition, % at 24.7 µM; actives 0.53% (n = 220,000);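 active = inhibition above about 30%, limit read from the data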;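 also: 0% = p47phox with labelled peptide and 100% = labelled peptide alone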
Target sequence (P14598 whole entry, looked up): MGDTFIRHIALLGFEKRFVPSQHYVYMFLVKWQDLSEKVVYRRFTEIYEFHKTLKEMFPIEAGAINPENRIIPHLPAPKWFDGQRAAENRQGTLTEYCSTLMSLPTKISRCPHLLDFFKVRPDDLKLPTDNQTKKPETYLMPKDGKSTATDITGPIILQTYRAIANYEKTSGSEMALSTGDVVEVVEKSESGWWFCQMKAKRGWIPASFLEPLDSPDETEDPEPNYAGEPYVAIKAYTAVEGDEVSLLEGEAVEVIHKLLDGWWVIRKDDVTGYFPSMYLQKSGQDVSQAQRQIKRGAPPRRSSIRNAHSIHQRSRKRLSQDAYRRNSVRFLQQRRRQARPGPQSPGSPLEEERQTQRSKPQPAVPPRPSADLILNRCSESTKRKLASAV
14-3-3 Bad inh = inhibitors of 14-3-3 zeta/Bad binding, primary screen, biochemical, TR-FRET, bovine 14-3-3 zeta; actives 0.71% (n = 220,000); 14-3-3 protein zeta/delta (Bos taurus), P63103; inhibition, % at 21.7 µM; AID 781, 2007; TR-FRET 14-3-3zeta/Dy647-pBad peptide displacement, 1 h;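 active = inhibition above about 70%, limit read from the data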;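 also: 0% = full 14-3-3 plus peptide FRET controls and 100% = background without 14-3-3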
Mdm2 ligase inh = MDM2-luciferase reporter signal enhancers, primary screen, MDM2 E3 ligase inhibitor project, cell-based, luminescence, 1536-well; E3 ubiquitin-protein ligase Mdm2 (Homo sapiens), Q00987; cell-based MDM2 ubiquitination luciferase reporter, 2 h; 0 = plate control, 100 = twice control, blank-subtracted; signal enhancement, % at 5 µM; AID 1230, 2008; actives 0.11% (n = 210,000);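 active = signal enhancement of 30% or more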;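 also: luminescence tracks abundance of the self-degrading MDM2-luciferase fusion protein; higher signal means inhibition of MDM2 E3 ligase activity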
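Material: Stable MDM2–luciferase fusion reporter cells | Amount: 2000 cells seeded into each well | Dosing: One concentration, 5 µM, with 0.2% DMSO | Incubation: 4 h cell settling then 2 h compound exposure, 37 °C | Measured by: Luciferase luminescence | Read-out basis: % enhancement relative to plate controls after blank subtraction | Benchmarks: Control and blank well means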
Hck-Nef inh = inhibitors of Nef-activated human Hck kinase, primary screen, biochemical, Z-Lyte FRET, 384-well, Hck-YEEI | Recombinant Hck-YEEI plus Nef, Z-Lyte FRET kinase assay | inhibition, % at 20 µM | actives 0.68% (n = 220,000) | AID 463187, 2010;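 active = Hck-Nef kinase inhibition above about 50%, limit read from the data; inactive = inhibition below that limit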;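 also: 0% = DMSO with Hck plus Nef and 100% = Hck alone without Nef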
Target sequence (P08631 whole entry, looked up): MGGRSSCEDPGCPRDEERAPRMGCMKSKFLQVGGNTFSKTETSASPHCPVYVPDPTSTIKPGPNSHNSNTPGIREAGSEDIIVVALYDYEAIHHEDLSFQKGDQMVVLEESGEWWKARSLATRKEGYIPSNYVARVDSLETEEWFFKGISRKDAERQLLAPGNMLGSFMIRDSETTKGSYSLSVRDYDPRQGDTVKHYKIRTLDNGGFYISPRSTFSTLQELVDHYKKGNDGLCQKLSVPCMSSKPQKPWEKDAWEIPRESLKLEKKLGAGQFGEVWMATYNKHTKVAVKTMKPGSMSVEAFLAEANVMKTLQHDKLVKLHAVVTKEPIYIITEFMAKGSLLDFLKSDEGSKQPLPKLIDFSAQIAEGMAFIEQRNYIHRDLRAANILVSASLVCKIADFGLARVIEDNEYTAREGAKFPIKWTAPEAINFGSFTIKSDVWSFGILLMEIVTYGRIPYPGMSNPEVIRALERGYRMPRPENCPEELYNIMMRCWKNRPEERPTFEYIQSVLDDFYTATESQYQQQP
Runt-SMMHC FRET = inhibitors of RUNX1 Runt–CBFb-SMMHC binding, primary screen, biochemical, FRET, Cerulean-Runt, Venus-CBFb-SMMHC, uHTS; Runt-related transcription factor 1 (Homo sapiens) + Core-binding factor subunit beta …; Cerulean-Runt/Venus-CBFb-SMMHC FRET ratio 530/480, 1 h; inhibition, % at 20 µM; actives 0.74% (n = 220,000);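 active = mean inhibition across duplicate retests at 20 µM reaching about 50%, limit read from the data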;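 also: 0% = DMSO wells and 100% = wells with excess untagged CBFb-SMMHC; inhibitors lower the FRET ratio by blocking Runt binding to CBFb-SMMHC; some results filed as inactive read as strong as hits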
The depositor's hits bear a star; . = no result given; [ ] = dose if it differs, or a comment.

1) O=C(Cc1ccc(F)cc1)Oc1ccc(C(=S)N2CCCC2)cc1
2) Cc1ccc2nc3c(c(N)c2c1)CCN3c1ccccc1
3) COc1ccc(/C=C/C(=O)NC(=S)NNC(=O)c2cc(OC)c(OC)c(OC)c2)cc1OC
4) CCN(CC)c1ccc(N2C(=O)/C(=C/c3cccnc3)SC2=S)cc1
5) CC(C)N1CCN(Cc2cccs2)CC1CCO (centres undefined)
6) CCOC(=O)c1sc2cc([N+](=O)[O-])cc(SCCO)c2c1N
7) COc1ccc(-n2c(Cc3cccn3C)nnc2SCC(=O)NCc2ccc(F)cc2)cc1
8) Cc1ccc(NC(=O)c2ccccc2)cc1OC(=O)c1ccccc1

assay / entry,1,2,3,4,5,6,7,8
Tb hexokinase,24,-26,-18,1,8,23,5,-5
L929 necroptosis,1.9,0.1,0.1,-0.1,-0.1,0.5,-0.3,0.4
EBV gp42 inh,-3,-5,-8,-3,-7,-33,0,-17
Runt-CBFb FRET,-3,24,10,-3,2,-8,2,0
p47phox inh,-13,-9,-3,-4,-5,-16,-14,-8
14-3-3 Bad inh,-5,28,-4,-11[fluorescence artefact?],-6,-16,0[fluorescence artefact?],-3
Mdm2 ligase inh,-3,-12,-7,-15,-14,-13,-17,-17
Hck-Nef inh,2,2,4,1,-12,2,-2,2
Runt-SMMHC FRET,1,-10,-8,-5,0,-13,0,4

Laid out differently: results already given.
Values in the order: Tb hexokinase | L929 necroptosis | EBV gp42 inh | Runt-CBFb FRET | p47phox inh | 14-3-3 Bad inh | Mdm2 ligase inh | Hck-Nef inh | Runt-SMMHC FRET
1	O=C(Cc1ccc(F)cc1)Oc1ccc(C(=S)N2CCCC2)cc1
 : 24 | 1.9 | -3 | -3 | -13 | -5 | -3 | 2 | 1
2	Cc1ccc2nc3c(c(N)c2c1)CCN3c1ccccc1
 : -26 | 0.1 | -5 | 24 | -9 | 28 | -12 | 2 | -10
3	COc1ccc(/C=C/C(=O)NC(=S)NNC(=O)c2cc(OC)c(OC)c(OC)c2)cc1OC
 : -18 | 0.1 | -8 | 10 | -3 | -4 | -7 | 4 | -8
4	CCN(CC)c1ccc(N2C(=O)/C(=C/c3cccnc3)SC2=S)cc1
 : 1 | -0.1 | -3 | -3 | -4 | -11[fluorescence artefact?] | -15 | 1 | -5
5	CC(C)N1CCN(Cc2cccs2)CC1CCO (centres undefined)
 : 8 | -0.1 | -7 | 2 | -5 | -6 | -14 | -12 | 0
6	CCOC(=O)c1sc2cc([N+](=O)[O-])cc(SCCO)c2c1N
 : 23 | 0.5 | -33 | -8 | -16 | -16 | -13 | 2 | -13
7	COc1ccc(-n2c(Cc3cccn3C)nnc2SCC(=O)NCc2ccc(F)cc2)cc1
 : 5 | -0.3 | 0 | 2 | -14 | 0[fluorescence artefact?] | -17 | -2 | 0

More compounds follow.
9) Oc1[nH]c(=S)sc1/C=C1\C(c2ccccc2)=Nc2ccccc21
10) CCCCCCN=C(C)c1ccccc1O
11) O=C(CCC1CCCN(C(=O)c2cncs2)C1)NCc1ccc(F)c(F)c1 (centres undefined)
12) CCC(CC)NC(=O)Cc1ccccc1[N+](=O)[O-]
13) CCOC(=O)c1ccc(NC(=O)C2(c3ccccc3)CCOCC2)cc1
14) CCOC(=O)c1nn(-c2ccccc2F)c2nc(-c3ccco3)c(C#N)c(=O)n12
15) Clc1ncccc1-c1nnn(-c2ccccc2Br)n1
16) CCc1ccc(C2CC(=O)N3CN(c4ccccc4)CSC3=C2C#N)cc1 (centres undefined)

assay / entry,9,10,11,12,13,14,15,16
Tb hexokinase,-6,0,-2,-2,-3,-12,5,-7
L929 necroptosis,2.6,-0.7,1.6,0.0,-0.6,1.1,-0.5,0.8
EBV gp42 inh,-24,-10,-15,-8,2,-2,0,-11
Runt-CBFb FRET,-30,-1,-1,1,-3,-4,1,21
p47phox inh,32*,-7,0,-4,-11,-16,3,-23
14-3-3 Bad inh,-9,4,-7,0,-6,-2,-5,1
Mdm2 ligase inh,-7,-18,-12,5,-9,-6,.,-13
Hck-Nef inh,4,-6,17,1,-3,5,-8,0
Runt-SMMHC FRET,-69,-2,1,3,2,2,0,34

17) O=C(/C(=N\O)n1cncn1)c1ccc(Cl)cc1Cl
18) COC(=O)c1cc(Cl)c(NC(=O)c2ccc(C(C)(C)C)cc2)cc1OC
19) Cc1ccc(-n2c(-c3nn(C)cc3Cl)n[nH]c2=S)cc1
20) Cc1ccc(N2C(=O)CC(NNC(=O)Cc3ccc(F)cc3)C2=O)cc1Cl (centres undefined)
21) CN(C)CCC#CC(O)(c1ccccc1)c1ccccc1
22) COC(=O)c1cccc(Cn2c(Cl)c(/C=N/NC(=O)c3ccccc3Cl)sc2=O)c1
23) CN(c1ccccc1)S(=O)(=O)c1ccc(C(=O)Nc2nccs2)cc1
24) CC1Oc2ccccc2N(CC(=O)NCC2CCCO2)C1=O (centres undefined)

assay / entry,17,18,19,20,21,22,23,24
Tb hexokinase,-1,-5,-3,2,16,-3,-2,-5
L929 necroptosis,2.4,-0.2,0.6,-0.8,-0.1,1.3,42,0.8
EBV gp42 inh,2,6,-3,-14,-9,-30,-1,3
Runt-CBFb FRET,-1,-5,6,2,0,-3,2,-2
p47phox inh,-4,-7,-4,-7,-6,-46,-6,-7
14-3-3 Bad inh,-12,5,-11,-2,-26[fluorescence artefact?],5,11,2
Mdm2 ligase inh,-3,-6,1,.,3,-8,-10,-3
Hck-Nef inh,24,0,6,5,1,1,0,-17
Runt-SMMHC FRET,1,-6,5,0,0,-2,1,-1

25) C/C(=N\NC(=O)C(N)=O)c1ccc2c(c1)OCCO2
26) CCCCN1CNC(=S)N(CCc2ccccc2)C1
27) Cc1ccc(NC(=O)CNCc2ccccc2)cc1Br
28) O=C(CSCCO)Nc1ccc(C2CCCCC2)cc1
29) CCOP(=O)(O)c1ccccc1OCCCCCOc1ccccc1P(=O)(O)OCC
30) O=C(OCc1nc2ccccc2s1)C1CCN(S(=O)(=O)c2cccs2)CC1
31) O=C(COC(=O)c1cc(Cl)nc2ccccc12)c1ccc(Cl)cc1
32) O=C(NCc1ccco1)c1cc(-c2ccc(Cl)cc2)on1

assay / entry,25,26,27,28,29,30,31,32
Tb hexokinase,-13,-4,2,-4,2,2,2,-7
L929 necroptosis,-0.3,-0.1,0.6,9.1,0.8,-0.2,1.4,0.5
EBV gp42 inh,-10,10,-10,-20,-22,-15,-17,-33
Runt-CBFb FRET,-1,-1,2,-1,.,-1,-1,-1
p47phox inh,-7,-12,-3,-10,-10,-25,1,-130
14-3-3 Bad inh,-6,-8,16,11,19,.,11[fluorescence artefact?],5
Mdm2 ligase inh,-9,2,0,1,1,-2,-2,-20
Hck-Nef inh,-1,6,33,-10,0,1,2,-2
Runt-SMMHC FRET,3,4,-3,-1,3,1,4,3

33) COc1ccc(-n2cnnc2SCC(=O)c2cc(C)n(Cc3cccs3)c2C)cc1
34) COc1ccc(CNC(=O)CSc2nn3c(=O)c(C(C)(C)C)nnc3s2)cc1OC
35) O=C(Cc1ccc(Cl)cc1)OCc1nnc(-c2ccccc2)o1
36) CCNC(=O)Nn1c(-c2ccccc2)nc2ccccc2c1=O
37) CCCCN(CC)S(=O)(=O)N1CCC(C(=O)NCc2ccc(F)cc2)CC1
38) CCCn1c(SCC(=O)NCc2ccc(F)cc2)n[nH]c1=O
39) COC(=O)Cc1ccc(Oc2ncc(C(F)(F)F)cc2Cl)cc1
40) Cc1ccc(-c2csc(NC(=O)c3cccc(S(=O)(=O)N4CCN(C)CC4)c3)n2)cc1

assay / entry,33,34,35,36,37,38,39,40
Tb hexokinase,4,-6,-1,2,2,2,-1,-9
L929 necroptosis,-0.3,3.5,2.5,1.0,-0.3,-0.1,1.2,44
EBV gp42 inh,7,9,-3,-1,-17,1,-8,-13
Runt-CBFb FRET,-4,-1,-2,-1,0,-2,-3,-2
p47phox inh,-1,-8,-14,5,-11,-3,-4,-23
14-3-3 Bad inh,-8,-11,-13,1,5,-5,-4,-16
Mdm2 ligase inh,-12,-11,-20,-16,1,-24,-6,8
Hck-Nef inh,14,19,-47,1,-1,-6,23,3
Runt-SMMHC FRET,-2,-1,3,-8,0,1,-3,-4

41) COc1ccc(C(=O)CC2SC(N)=NC2=O)cc1 (centres undefined)
42) CCCS(=O)(=O)N1CCC(C(=O)c2cccc(C(F)(F)F)c2)CC1
43) c1ccc(NCc2nc3ccccc3n2CCOc2ccccc2)cc1
44) Cc1ccc(CN2C(=O)CCC2C(=O)NCc2ccc(F)cc2)cc1 (centres undefined)
45) Cc1ccc(CNC(=O)[C@H]2C[C@@H]2[C@H](NP(=O)(c2ccccc2)c2ccccc2)c2ccccc2)o1
46) CCOC(=O)c1ccc(-c2ccc(/C=C(\C#N)C(=O)NCC3CCCO3)o2)cc1 (centres undefined)
47) COC(=O)c1cc(NC(=O)c2cc(-c3ccc(C(F)(F)F)cc3)oc2C(F)(F)F)ccc1N1CCOCC1
48) O=c1c2cccnc2[nH]c(=S)n1Cc1ccccc1

assay / entry,41,42,43,44,45,46,47,48
Tb hexokinase,-5,5,4,-3,0,-14,-15,-13
L929 necroptosis,0.1,0.1,1.3,1.1,-0.3,-0.2,2.2,-0.9
EBV gp42 inh,-16,-6,0,-5,8,-32,-3,-7
Runt-CBFb FRET,1,-1,-1,-1,1,-19,0,1
p47phox inh,-9,-10,-27,-10,3,-73,-30,-5
14-3-3 Bad inh,-2,15[fluorescence artefact?],0,8[fluorescence artefact?],6[fluorescence artefact?],-13,3,2
Mdm2 ligase inh,.,-15,0,9,.,-10,-5,-17
Hck-Nef inh,25,0,2,1,-1,5,16,0
Runt-SMMHC FRET,4,-4,0,0,-2,1,-5,7

49) COc1ccc(N2CCN(C(=O)CCc3nc(-c4ccc(C)cc4)no3)CC2)cc1
50) O=C(O)Cc1ccc(OCc2ccc(Cl)nc2)cc1
51) O=C1Nc2ccccc2C12NCCc1c2[nH]c2ccccc12 (centres undefined)
52) CSc1nc2nc(-c3ccc(F)cc3)c(CCN3CCN(C)CC3)cn2n1
53) CCSc1nc2ccccc2n1S(=O)(=O)c1ccccc1

assay / entry,49,50,51,52,53
Tb hexokinase,-16,2,-2,-14,-4
L929 necroptosis,-0.3,0.4,-1.2,-0.3,0.9
EBV gp42 inh,-6,-12,-1,-5,2
Runt-CBFb FRET,-3,1,31,0,1
p47phox inh,-14,-7,-3,-8,6
14-3-3 Bad inh,1,-6,12,0,7
Mdm2 ligase inh,-9,-6,-8,-7,-2
Hck-Nef inh,-2,-13,1,-11,5
Runt-SMMHC FRET,0,1,1,-9,-4

Random draw from the library; 3.2% or so of the library scored in one or more.
